APE1 inh – blocks human APE1 abasic DNA cleavage; AID 2517; recombinant APE1, TAMRA/BHQ-2 abasic DNA cleavage fluorescence; Potency, µM (titrated, usually from 65.8 µM), inactives show at the top dose activity change, negative = inhibition, actives largely listed as inhibitors; P27695; 350,000 tested, 0.35% active;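 also: potency is read from the fitted curve at half-maximal effect; plate controls were vehicle for no effect and reference inhibitor for full effect; nearly all actives have a fitted effect of over 55% in size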
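Substrate: short duplex with […] THF abasic site, 5'-TAMRA and 3'-BHQ-2, 50 nM final. APE1 at 0.75 nM, preincubated 15 min RT with compound. Fluorescence increase from first to third read measured activity.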
Pol eta inh – blocks human DNA polymerase eta activity; Potency, µM (doses to about 114 µM), without a hit: top-dose activity change, negative = inhibition, hits mostly inhibitors; AID 588591; 390,000 tested, 1.2% active; recombinant Pol eta, fluorescent DNA replication assay; also: potency is read from the fitted curve at half-maximal effect; % is scaled to controls: 0 for no effect and ±100 for the full control effect
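Pol eta (10 nM) was preincubated with compounds for 15 min at room temperature, after which fluorescent replication substrate (50 nM final) was added to start the reaction. Fluorescence was read kinetically at 0 and 10 min.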
ALOX12 inh – inhibitors of human 12S-lipoxygenase ALOX12; P18054; purified 12hLO, xylenol orange hydroperoxide absorbance; Potency, µM (top dose mostly 108 µM), without a hit: top-dose activity change, negative = inhibition, most hits filed as inhibitors; 580,000 tested, 1.1% active; also: potency is read from the fitted curve at half-maximal effect; % is scaled to controls: 0 for no effect and ±100 for the full control effect
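Hydroperoxide product was detected by ferrous iron/xylenol orange as the 573 to 405 nm absorbance ratio. Arachidonic acid at 40 uM (final) was turned over for 30 min at room temperature by 150 nM human 12hLO, pH 7.0 Hepes buffer, after 15 min compound preincubation.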
LDHA block – inhibitors of human lactate dehydrogenase A. 480,000 tested, 0.15% active. P00338. AID 1347041. activity change, % (values are at about 110 or 230 µM). purified LDHA, NADH/diaphorase-resazurin fluorescence; active compounds read low; in the data active = activity change below about -30%; inconclusive = mostly about -25% to -30%;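 also: plate controls were DMSO wells for no effect and wells without enzyme for full effect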
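LDH5 2 nM; NADH 0.06 mM, pyruvate 0.2 mM; 200 mM Tris pH 7.4, EDTA, Tween-20; 5 min RT. Detection: diaphorase 0.133 mg/mL + resazurin 37 µM, fluorescence ex540/em590 at 0 and 20 min; normalized to enzyme-free and DMSO wells.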
Pol kappa inh – blocks human DNA polymerase kappa activity; Q9UBT6; purified Pol kappa, fluorescent DNA synthesis assay, 10 min; Potency, µM (doses to about 107 µM), for inactives: at the top dose activity, negative = inhibition, actives largely listed as inhibitors; 400,000 tested, 0.53% active; also: potency is read from the fitted curve at half-maximal effect; % is scaled to controls: 0 for no effect and ±100 for the full control effect
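Activity was followed as the change in fluorescence between reads at 0 and 10 min after starting the reaction with 50 nM substrate. Beforehand, 10 nM polymerase had been preincubated with compound for 15 min at room temperature.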
RGS4 inh – human RGS4 inhibition; P49798; Transcreener GDP fluorescence polarization, RGS4-accelerated GTP hydrolysis; Potency, µM (titrated, usually from 114 µM), for inactives: at the top dose activity change, negative = inhibition, usual class: inhibitors; 390,000 tested, 0.039% active; also: potency is read from the fitted curve at half-maximal effect; % is scaled to controls: 0 for no effect and ±100 for the full control effect; nearly all actives have a fitted effect of over 75% in size; some results filed as inactive show a strong effect at the top dose
Target sequence (P49798 whole entry, looked up): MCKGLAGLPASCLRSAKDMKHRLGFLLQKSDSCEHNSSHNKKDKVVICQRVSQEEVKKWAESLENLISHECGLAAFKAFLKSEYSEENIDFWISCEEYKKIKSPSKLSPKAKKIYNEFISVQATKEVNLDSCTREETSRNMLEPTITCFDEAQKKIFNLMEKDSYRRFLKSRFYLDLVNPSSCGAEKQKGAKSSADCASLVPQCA
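MLSMR compounds (23 nl, pin-transferred) preincubated 10 min at room temperature with a 500nM (2x) first reagent, then RGS4 at 900nM (2x) plus Transcreener GDP mix added; fluorescence polarization (620/688 nm) read before and after 90 min at 30 °C.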
ERG Ets-DNA blk – inhibitors of human ERG Ets domain-DNA interaction. P11308. fluorescence polarization, His-ERG Ets domain / labelled DNA. Potency, µM (doses to about 76.9 µM), for the others: at the highest dose FP activity, negative = inhibition, usual class: inhibitors. 370,000 tested, 0.028% active; active = well fitted inhibition curve with a large enough effect in the polarisation, with a control signal flat; inconclusive = small, poorly fitted or top-dose-only effect, or effect the other way, or a change in a side signal; inactive = no such curve, though single readings can be large or run the other way; the % refers to the polarisation;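 also: polarization taken with two DNA probes labelled with fluorescein and Texas red; potency is read from the fitted curve at half-maximal effect; % of control where 0% means no effect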
Target sequence (P11308 whole entry, looked up, the tested form may be a part): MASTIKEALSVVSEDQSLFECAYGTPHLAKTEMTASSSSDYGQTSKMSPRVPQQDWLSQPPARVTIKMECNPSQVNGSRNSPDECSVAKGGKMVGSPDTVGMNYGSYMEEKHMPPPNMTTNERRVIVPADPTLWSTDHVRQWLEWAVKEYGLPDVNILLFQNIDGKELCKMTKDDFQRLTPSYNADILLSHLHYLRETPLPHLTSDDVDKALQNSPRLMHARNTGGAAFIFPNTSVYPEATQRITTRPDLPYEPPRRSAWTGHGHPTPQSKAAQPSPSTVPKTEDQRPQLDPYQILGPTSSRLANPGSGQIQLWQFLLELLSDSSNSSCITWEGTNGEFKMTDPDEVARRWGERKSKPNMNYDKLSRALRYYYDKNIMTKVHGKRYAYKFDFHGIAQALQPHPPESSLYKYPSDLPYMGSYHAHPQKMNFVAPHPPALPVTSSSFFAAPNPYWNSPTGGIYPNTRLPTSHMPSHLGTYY
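His-tagged ERG Ets domain (1 uM in the protein solution; 300mM KCl, 50mM Tris-HCl, 1mM EDTA, 1mM DTT, pH 7.5) received compound, then a probe mix of 5 nM fluorescein-DNA and 100nM Texas-615-DNA. Fluorescence polarization was read for both dyes.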
Pol beta inh – inhibitors of human DNA polymerase beta; Pol beta primer extension/strand displacement, fluorescence kinetic; Potency, µM (top dose mostly 114 µM), for inactives: at the top dose activity change, negative = inhibition, most hits filed as inhibitors; 340,000 tested, 1.3% active; AID 485314; also: potency is read from the fitted curve at half-maximal effect; % is scaled to controls: 0 for no effect and ±100 for the full control effect
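Pol beta (10 nM) was preincubated with compound for 15 min at room temperature. The reaction was then started with 50 nM substrate and read immediately and after a further 10 min at room temperature.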
Anesthetic bind – binds horse apoferritin like a general anesthetic. apoferritin/1-aminoanthracene competitive binding, fluorescence. Potency, µM (doses to about 77.5 µM), for the others: at the highest dose activity change, negative = displacement, most hits filed as inhibitors. 350,000 tested, 0.074% active. AID 485281; also: potency is read from the fitted curve at half-maximal effect; % is scaled to controls: 0 for no effect and ±100 for the full control effect; nearly all actives have a fitted effect of over 20% in size
Target sequence (P02791 2-175 limits assumed): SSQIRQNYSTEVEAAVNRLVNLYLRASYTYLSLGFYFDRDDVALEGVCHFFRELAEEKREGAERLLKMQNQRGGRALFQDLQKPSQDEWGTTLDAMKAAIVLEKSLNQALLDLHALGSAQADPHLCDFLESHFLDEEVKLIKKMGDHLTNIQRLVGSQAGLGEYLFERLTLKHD
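Apoferritin-based anesthetic binding model; compound displacement of fluorescent 1-AMA measured as endpoint fluorescence after 10 minutes at room temperature, scaled to free-ligand and complex controls.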
Active calls of the source: *; ? = inconclusive; . = not tested or not shown; & = joins results of further samples; [ ] = another dose, or the depositor's remark. Unless noted, calls follow the shape of the dose curve; as a rule, active = well fitted curve in the direction sought with a large enough effect; inconclusive = small, poorly fitted or top-dose-only effect, or another doubt; inactive = no such curve, though single readings can be large; an effect the other way counts as inactive or inconclusive.

SMILES | APE1 inh | Pol eta inh | ALOX12 inh | LDHA block | Pol kappa inh | RGS4 inh | ERG Ets-DNA blk | Pol beta inh | Anesthetic bind
CC(OC(=O)c1ccccc1NCCO)C(=O)NCC(=O)Nc1ccc(F)c(F)c1F (centres undefined) | 41.1% | -8.3% | -22.3% | 4.7 | -3.2% | 7.3% | 14.6% | -0.2% | 104.4%[activator]
Cc1ccc(OCC(=O)NCc2cccs2)c([N+](=O)[O-])n1 | 1.5% | -0.7% | -0.3% | -12.2 | -7.4% | -27.2% | -6.8% | 6.0% | -10.2%
COc1ccc(C(N)c2nccc3cc(OC)c(OC)cc23)cc1OC (centres undefined) | -19.1% | -6.3% | . | 6.6 | 2.1% | 4.5% | 2.5% | 9.6% | -13.1%
CN1CCN(C(=O)c2ccc(-c3ccc(Br)cc3)o2)CC1 | 19.6% | -12.9% | 72.7% | -2.4 | -15.3% | -1.1% | -2.7% | . | .
COc1ccc(CNCc2cc3c(cc2[N+](=O)[O-])OCO3)cc1 | 50.2%[activator] | -8.4% | ? | 7.6 | -3.5% | -0.1% | 7.2% | 15.4% | -8.8%
Cc1ccc(-n2c(C)c3c(C)nnc(C)c3c2C)cc1C | -3.6% | 2.9% | 46.0%[activator] | 8.6 | -22.7% | 18.3% | 2.8% | 11.9% | ?
CC(C)c1ccc(C(C)NCCS(=O)(=O)c2ccc(Br)cc2)cc1 (centres undefined) | 4.0% | -8.4% | ? | -0.9 | -7.1% | 8.7% | -1.6% | 46.7% | -4.1%
CC1CC(C)CN(CCCNC(=O)c2ccc3c(c2)ncn3C2CCCC2)C1 (centres undefined) | 81.4%[activator] | 3.1% | 3.7% | 1.4 | 3.0% | -1.1% | 3.0% | 0.1% | -0.5%
CN(C)S(=O)(=O)c1ccc(C(=O)NC(=O)CSc2nncs2)cc1 | -10.1% | 1.3% | 327.2%[activator] | -4.5 | -6.9% | 13.1% | 6.5% | . | .
COc1cccc(-c2cc(N3C(=O)Nc4ccccc4N3O)n[nH]2)c1 | -8.6% | -17.9% | ? | 1.4&0.3 | 0.5% | -0.9% | 15.2% | 0.9% | -3.3%

Part of the list above, tab-delimited:
Compound	APE1 inh	Pol eta inh	ALOX12 inh	LDHA block	Pol kappa inh	RGS4 inh	ERG Ets-DNA blk	Pol beta inh	Anesthetic bind
Cc1ccc(OCC(=O)NCc2cccs2)c([N+](=O)[O-])n1	1.5%	-0.7%	-0.3%	-12.2	-7.4%	-27.2%	-6.8%	6.0%	-10.2%
COc1ccc(C(N)c2nccc3cc(OC)c(OC)cc23)cc1OC (centres undefined)	-19.1%	-6.3%	.	6.6	2.1%	4.5%	2.5%	9.6%	-13.1%

(listing goes on)
SMILES | APE1 inh | Pol eta inh | ALOX12 inh | LDHA block | Pol kappa inh | RGS4 inh | ERG Ets-DNA blk | Pol beta inh | Anesthetic bind
CN(C)CCNC(=O)c1ccc(-n2c(-c3ccccc3)cc3c2CCCCC3)cc1 | . | -16.6% | -22.2% | 7.9 | -9.8% | -8.8% | 3.7% | -23.6% | 4.4%
COc1ccc(CNC(=O)C(c2ccncc2)N(C(=O)Cc2cccs2)c2ccc(C)cc2)cc1 (centres undefined) | -2.1% | -17.7% | 2.9% | 0.4 | -9.1% | -0.9% | . | -15.9% | ?
COC(=O)C1CCN(c2nc3ccccc3nc2C(C#N)C(=O)OCC(C)C)CC1 (centres undefined) | 10.0% | -0.5% | 0.0% | -2.4 | -0.6% | -31.3% | -5.3% | 3.6% | -10.8%
Fc1ccccc1COc1ccc(Br)cc1CNCc1cccnc1 | -8.0% | -16.5% | ? | 0.9 | 1.7% | -9.3% | 7.7% | 17.2% | -9.6%
CCOc1ccc(CCN2CN(CC)CNC2=S)cc1OCC | 0.3% | -13.5% | -7.3% | -7.4 | -5.6% | -11.2% | 10.9% | 23.7% | -2.7%
COc1ccc(-c2cc(-c3ccccc3)c(C#N)c(SCC(=O)O)n2)cc1 | . | -13.7% | 158.8%[activator] | -24.0 | 1.1% | ? | 12.6% | . | .
COc1ccc(Cc2nnc(N/N=C/c3ccc(O)cc3)[nH]c2=O)cc1OC | -0.9% | -11.5% | -0.2% | 6.4 | -4.6% | ? | 5.9% | 8.7% | -11.2%
Nc1ccc2cn[nH]c2c1 | 19.4% | -15.2% | -0.7% | 2.9 | ? | -5.1% | -5.4% | 13.4% | -12.6%
CC(Oc1ccc(Cl)cc1Cl)C(=O)OCC(=O)c1c(N)n(C)c(=O)n(C)c1=O (centres undefined) | -15.3% | -19.3% | 131.0%[activator] | 0.4 | -5.4% | 3.5% | -0.4% | . | .
CC(C)Cn1c([N+](=O)[O-])nc2c1c(=O)[nH]c(=O)n2C | -0.9% | -19.9% | -4.7% | 39.2 | -1.5% | -1.6% | 0.3% | 15.9% | -1.1%
O=C(COC(=O)c1ccc(Br)o1)NCc1ccc(Cl)cc1 | -8.5% | ? | -17.3% | -3.4 | -10.1% | -8.2% | 7.4% | . | .
N#Cc1cnn(-c2nc(SCc3ccccc3)nc3sc4c(c23)CCCC4)c1N | -4.7% | -8.0% | -10.5% | -2.6 | -5.8% | -3.5% | 5.6% | 27.1% | -9.0%
CC(=O)N1CCN(CCS(=O)(=O)c2cc(Cl)ccc2Cl)CC1 | 3.9% | -18.1% | ? | -5.3 | -5.7% | -6.2% | 2.4% | . | .

A second format for some results above.
The line under a structure holds: APE1 inh	Pol eta inh	ALOX12 inh	LDHA block	Pol kappa inh	RGS4 inh	ERG Ets-DNA blk	Pol beta inh	Anesthetic bind
- CN(C)CCNC(=O)c1ccc(-n2c(-c3ccccc3)cc3c2CCCCC3)cc1
→ .	-16.6%	-22.2%	7.9	-9.8%	-8.8%	3.7%	-23.6%	4.4%
- COc1ccc(CNC(=O)C(c2ccncc2)N(C(=O)Cc2cccs2)c2ccc(C)cc2)cc1 (centres undefined)
→ -2.1%	-17.7%	2.9%	0.4	-9.1%	-0.9%	.	-15.9%	?
- COC(=O)C1CCN(c2nc3ccccc3nc2C(C#N)C(=O)OCC(C)C)CC1 (centres undefined)
→ 10.0%	-0.5%	0.0%	-2.4	-0.6%	-31.3%	-5.3%	3.6%	-10.8%
- Fc1ccccc1COc1ccc(Br)cc1CNCc1cccnc1
→ -8.0%	-16.5%	?	0.9	1.7%	-9.3%	7.7%	17.2%	-9.6%
- CCOc1ccc(CCN2CN(CC)CNC2=S)cc1OCC
→ 0.3%	-13.5%	-7.3%	-7.4	-5.6%	-11.2%	10.9%	23.7%	-2.7%
- COc1ccc(-c2cc(-c3ccccc3)c(C#N)c(SCC(=O)O)n2)cc1
→ .	-13.7%	158.8%[activator]	-24.0	1.1%	?	12.6%	.	.
- COc1ccc(Cc2nnc(N/N=C/c3ccc(O)cc3)[nH]c2=O)cc1OC
→ -0.9%	-11.5%	-0.2%	6.4	-4.6%	?	5.9%	8.7%	-11.2%

Bioassay records deposited in PubChem by National Center for Advancing Translational Sciences (NCATS).

A portion of the library; count on the stated rates, not on these rows.
